High-throughput results (PubChem BioAssay)
BAP1 block – inhibitors of BAP1 deubiquitinase, primary screen, biochemical, Ub-AMC fluorescence, kinetic; Ubiquitin carboxyl-terminal hydrolase BAP1 (Homo sapiens), Q92560; recombinant BAP1, Ub-AMC hydrolysis fluorescence kinetic; stronger effect = lower value; activity remaining (% of control), % at 20 µM; 0.48% of 72,000 active;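 active means activity remaining at or below 50% of control, provided the compound also passes the data quality filters; inactive means the rest, including low values that fail the filters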;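 further: 100% = DMSO wells rate and 0% = substrate alone blank rate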
Target sequence (Q92560 whole entry, looked up): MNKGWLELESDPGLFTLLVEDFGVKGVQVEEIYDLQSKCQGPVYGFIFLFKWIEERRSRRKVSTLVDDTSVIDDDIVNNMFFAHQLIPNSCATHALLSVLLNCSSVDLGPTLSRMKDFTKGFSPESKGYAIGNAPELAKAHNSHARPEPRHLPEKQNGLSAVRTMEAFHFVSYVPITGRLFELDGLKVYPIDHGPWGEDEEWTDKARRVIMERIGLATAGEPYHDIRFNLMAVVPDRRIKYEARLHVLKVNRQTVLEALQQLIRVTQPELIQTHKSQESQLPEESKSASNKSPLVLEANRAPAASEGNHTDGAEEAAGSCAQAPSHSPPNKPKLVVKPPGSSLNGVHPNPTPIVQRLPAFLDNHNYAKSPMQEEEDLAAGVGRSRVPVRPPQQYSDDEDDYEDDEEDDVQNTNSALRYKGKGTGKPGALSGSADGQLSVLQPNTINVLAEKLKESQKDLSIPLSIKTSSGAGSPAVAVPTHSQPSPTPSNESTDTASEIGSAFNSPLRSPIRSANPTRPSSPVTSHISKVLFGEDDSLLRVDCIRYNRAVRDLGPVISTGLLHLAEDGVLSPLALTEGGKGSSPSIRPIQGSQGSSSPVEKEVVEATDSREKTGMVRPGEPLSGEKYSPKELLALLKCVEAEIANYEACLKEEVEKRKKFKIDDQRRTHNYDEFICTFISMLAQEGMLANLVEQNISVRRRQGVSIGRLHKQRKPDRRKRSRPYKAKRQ
HePTP inhibitor – inhibitors of human HePTP phosphatase, primary screen, biochemical, absorbance, leukemia target | recombinant HePTP phosphatase activity, OD absorbance | inhibition, % at 20 µM | 0.64% of 110,000 active | AID 521, 2006; in the data active means inhibition above about 50%;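 further: plate controls were vehicle for no effect and reference inhibitor for full effect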
Target sequence (P35236 whole entry, looked up): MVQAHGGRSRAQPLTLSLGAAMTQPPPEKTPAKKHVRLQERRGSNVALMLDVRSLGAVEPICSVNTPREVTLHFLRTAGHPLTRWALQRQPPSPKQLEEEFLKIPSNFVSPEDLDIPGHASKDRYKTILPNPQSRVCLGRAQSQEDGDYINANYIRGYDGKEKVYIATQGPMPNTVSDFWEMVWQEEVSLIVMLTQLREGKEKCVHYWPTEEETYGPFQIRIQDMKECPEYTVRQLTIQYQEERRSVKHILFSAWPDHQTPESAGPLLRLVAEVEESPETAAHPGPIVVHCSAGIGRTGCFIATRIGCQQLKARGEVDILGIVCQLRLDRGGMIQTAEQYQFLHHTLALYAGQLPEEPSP
* hit, by the source's call; & = joins results of further samples. Rows are unselected; 0.7% or so of the library scored in one or more.

Results for CC1=NN(c2ccc(C)c(C)c2)C(=O)/C1=C/c1ccc([N+](=O)[O-])o1 ?
HePTP inhibitor: -2.6

How did CC(NC(=O)CN1CCOCC1)C1CC1 (centres undefined) do in these assays?
HePTP inhibitor: -2.9

How did CCOC(=O)c1cc2n(c1N)-c1ccccc1C2=O do in these assays?
BAP1 block: 94.8; HePTP inhibitor: 6.0

Results for COc1ccccc1C(=O)N1CCN=C1SC ?
BAP1 block: 99.5; HePTP inhibitor: 1.8

What do the screens show for `CC(C)C1Cc2c(sc3c2c(=O)n(-c2ccccc2)c2nncn32)CO1` (centres undefined)?
BAP1 block: 126.1; HePTP inhibitor: 4.6

How did NC(=O)c1[nH]cnc1C(=O)c1ccccc1 do in these assays?
HePTP inhibitor: 2.4

What do the screens show for `CCOC(=O)c1c(-c2ccc(C)o2)csc1NC(=O)CN1CCN(CC)CC1`?
BAP1 block: 132.0; HePTP inhibitor: 5.9

Results for COC(=O)c1c(C)noc1-c1cc(C)on1 ?
BAP1 block: 95.7; HePTP inhibitor: 1.2

How did COc1ccccc1NC(=O)c1c(NC(=O)Cc2ccccc2)sc2c1CCCCC2 do in these assays?
HePTP inhibitor: -1.3

Results for COC(=O)c1c(-c2ccccc2Cl)csc1NC(=O)CCC(=O)O ?
HePTP inhibitor: -12.6

How did CC1Cn2c(nnc2-c2cccc(Cl)c2)S1 (centres undefined) do in these assays?
BAP1 block: 88.0; HePTP inhibitor: -5.8

Results for CSc1nsc(SCC(=O)N2CCCc3ccccc32)n1 ?
BAP1 block: 91.0; HePTP inhibitor: 9.8

Results for COc1cc(-n2c(C)nc3cc(C(=O)NCc4ccco4)ccc32)cc(OC)c1OC ?
BAP1 block: 122.8

How did CCCCCCC1CC(CSc2ncn[nH]2)OC1=O (centres undefined) do in these assays?
BAP1 block: 98.0; HePTP inhibitor: -0.1

How did Cc1cccc(N2C(=O)C3CC=CCC3C2=O)n1 (centres undefined) do in these assays?
HePTP inhibitor: 3.8

What do the screens show for `O=C(NCc1ccc2c(c1)OCO2)c1cc(-c2ccccc2Cl)nc2ccccc12`?
HePTP inhibitor: 6.1

Results for COc1ccc2ccccc2c1/C=N/NC(=O)Cc1nnc(N)s1 ?
HePTP inhibitor: -3.1

How did Cc1cccc(N2C(=O)CC(Sc3ncn[nH]3)C2=O)c1 (centres undefined) do in these assays?
HePTP inhibitor: 1.2

How did CCOc1ccc(CN2C(=O)CCC2(C)C(=O)NCc2cccnc2)cc1 (centres undefined) do in these assays?
BAP1 block: 96.4; HePTP inhibitor: 7.8

What do the screens show for `O=C(O)CN1C(=O)/C(=C\c2ccc(Cl)c(Cl)c2)SC1=S`?
HePTP inhibitor: -1.5

How did CCCc1ccc(OCC(=O)Nc2cccc(F)c2)cc1 do in these assays?
BAP1 block: 165.0; HePTP inhibitor: 4.8

Results for CCC(Oc1ccccc1)C(=O)N1CC(C)CC(C)C1 (centres undefined) ?
HePTP inhibitor: 6.7

What do the screens show for `O=C(/C=C\c1ccco1)c1ccc(-n2nncc2C23CC4CC(CC(C4)C2)C3)cc1`?
HePTP inhibitor: 6.9

What do the screens show for `COc1ccc(C2=NN(CN3C(=O)C(=O)c4cc(Br)ccc43)C(c3cccc([N+](=O)[O-])c3)C2)cc1` (centres undefined)?
HePTP inhibitor: 1.5

Results for O=C(NC(=S)Nc1ccccc1)c1ccc(Cl)cc1 ?
HePTP inhibitor: -14.2

What do the screens show for `CCCCOc1ccc(C(=O)NCc2cccc3ccccc23)cc1`?
HePTP inhibitor: 5.4

Results for Cc1cccc(N(CC(=O)N2CCCC2)S(=O)(=O)c2ccccc2)c1 ?
BAP1 block: 103.7; HePTP inhibitor: 6.8

What do the screens show for `Cc1ccccc1NC(=O)Nc1ccccc1C`?
BAP1 block: 121.1

How did C=CCn1c(NCc2cc(C)ccc2O)nc2ccccc21 do in these assays?
BAP1 block: 98.6; HePTP inhibitor: -2.1

How did CSc1ccc(C2Nc3ccccc3-c3cc(C)nn32)cc1 (centres undefined) do in these assays?
BAP1 block: 117.7; HePTP inhibitor: 6.3

Results for CC(C)=C1C2CCC1C(C(=O)NC1CCCCC1)C2C(=O)O (centres undefined) ?
HePTP inhibitor: 1.0

Results for Cc1nc2ncnn2c(C)c1CCC(=O)Oc1ccccc1 ?
BAP1 block: 109.9; HePTP inhibitor: 5.9

How did O=CNc1nc(C2COc3ccccc3O2)cs1 (centres undefined) do in these assays?
HePTP inhibitor: -0.9

How did CCC(C)NC(=O)C1c2ccccc2C(=O)N1Cc1cc(OC)ccc1OC (centres undefined) do in these assays?
BAP1 block: 104.3; HePTP inhibitor: -9.2

Results for CCCCn1c(SCc2ccc(C)cc2)nc2c1c(=O)[nH]c(=O)n2C ?
BAP1 block: 102.2

Results for O=C(c1ccc(-c2ccccc2)cc1)N1CCN(Cc2ccccn2)CC1 ?
BAP1 block: 103.9; HePTP inhibitor: 4.5&-2.6

Results for CCOC(=O)Cc1c(C)nc2cc(-c3ccc(Cl)cc3)[nH]n2c1=O ?
BAP1 block: 78.5; HePTP inhibitor: 10.4

How did COc1ccc2oc(=O)c(C(=O)N3CCc4ccccc43)cc2c1 do in these assays?
BAP1 block: 91.9; HePTP inhibitor: 10.9

How did O=C(NCCc1ccccc1)C1CCN(S(=O)(=O)c2cccc3nsnc23)CC1 do in these assays?
BAP1 block: 89.2; HePTP inhibitor: 6.2

How did Cc1ccccc1OCC(O)Cn1c(NCCN(C)C)nc2c1c(=O)n(C)c(=O)n2C (centres undefined) do in these assays?
BAP1 block: 116.7; HePTP inhibitor: 10.1

What do the screens show for `O=C1C(=O)c2ccccc2C(O)=C1CC(=O)c1ccccc1`?
HePTP inhibitor: 6.8

How did Cc1ccc(N2C(=O)C3CC=C(c4ccccc4)CC3C2=O)cc1 (centres undefined) do in these assays?
HePTP inhibitor: 7.2

Results for COc1ccccc1CNc1ccc2c(c1)nc(C)n2Cc1ccccc1 ?
BAP1 block: 92.4

What do the screens show for `C/C(=N\Nc1c(Cl)cc(Cl)cc1Cl)c1ccccn1`?
HePTP inhibitor: -0.9

What do the screens show for `Cc1ccc(-c2nc3c(c(-c4ccc(C)cc4)n2)CCCC3)cc1`?
HePTP inhibitor: 4.7

Results for COc1ccc(Nc2cccccc2=O)cc1 ?
HePTP inhibitor: 8.1

How did Cc1cccc(N2CCN(C(=O)c3ccc(C(C)(C)C)cc3)CC2)c1C do in these assays?
HePTP inhibitor: 2.7

Results for O=C(O)c1ccc(-c2cc([N+](=O)[O-])ccc2Cl)o1 ?
HePTP inhibitor: -6.9

Results for O=c1cc(CN2CCN(C/C=C/c3ccccc3)CC2)c2cc(O)ccc2o1 ?
BAP1 block: 90.7; HePTP inhibitor: 4.3

Results for CCOC(=O)CSc1nc2ccccc2c(=O)n1CCCCCC(=O)NCc1ccco1 ?
BAP1 block: 89.7; HePTP inhibitor: -3.3

How did CC1(C)CC(N2CN=C(N)N(C#N)C2)CC(C)(C)N1 do in these assays?
HePTP inhibitor: 5.6

How did CCn1nccc1C(=O)Nc1nccs1 do in these assays?
BAP1 block: 107.6; HePTP inhibitor: 16.6

What do the screens show for `O=c1oc2c(O)c(O)ccc2c2c1CCC2`?
HePTP inhibitor: 8.6

What do the screens show for `Cc1ccnc(NC(=O)C(c2ccccc2)c2ccccc2)c1`?
HePTP inhibitor: -16.4

What do the screens show for `COc1ccc(Cn2c(SCC(=O)NCc3ccco3)nc3ccsc3c2=O)cc1`?
BAP1 block: 89.4; HePTP inhibitor: 5.1

How did Cc1ccc(N2CCCCn3c2nc2c3c(=O)n(CC(=O)O)c(=O)n2C)cc1 do in these assays?
BAP1 block: 88.7; HePTP inhibitor: 4.7

How did CCCC(=O)Nc1cc(-c2nc3cc(Cl)ccc3o2)ccc1C do in these assays?
HePTP inhibitor: -1.9

How did O=C(OCCN1CCCC1)C1(c2ccccc2)CCCC1 do in these assays?
BAP1 block: 112.8; HePTP inhibitor: 8.5

What do the screens show for `O=C(COc1ccc2ccccc2c1)N1CCN(c2ccc([N+](=O)[O-])cc2)CC1`?
HePTP inhibitor: 6.8

How did O=C1c2ccc([N+](=O)[O-])cc2C(=O)C1c1ccc2ccccc2n1 (centres undefined) do in these assays?
HePTP inhibitor: 2.5

Six compounds out of the list, arranged by length of the SMILES, largest number first:
What do the screens show for `O=C(COc1ccc2ccccc2c1)N1CCN(c2ccc([N+](=O)[O-])cc2)CC1`?
HePTP inhibitor: 6.8

What do the screens show for `COc1ccc(Cn2c(SCC(=O)NCc3ccco3)nc3ccsc3c2=O)cc1`?
BAP1 block: 89.4; HePTP inhibitor: 5.1

How did Cc1cccc(N2CCN(C(=O)c3ccc(C(C)(C)C)cc3)CC2)c1C do in these assays?
HePTP inhibitor: 2.7

How did Cc1ccc(N2C(=O)C3CC=C(c4ccccc4)CC3C2=O)cc1 (centres undefined) do in these assays?
HePTP inhibitor: 7.2

What do the screens show for `O=C1C(=O)c2ccccc2C(O)=C1CC(=O)c1ccccc1`?
HePTP inhibitor: 6.8

How did CCn1nccc1C(=O)Nc1nccs1 do in these assays?
BAP1 block: 107.6; HePTP inhibitor: 16.6

Returning to the listing; the 2 compounds before the break are reprinted first.
What do the screens show for `O=C(COc1ccc2ccccc2c1)N1CCN(c2ccc([N+](=O)[O-])cc2)CC1`?
HePTP inhibitor: 6.8

How did O=C1c2ccc([N+](=O)[O-])cc2C(=O)C1c1ccc2ccccc2n1 (centres undefined) do in these assays?
HePTP inhibitor: 2.5

What do the screens show for `O=C1C2CC=C(Cl)CC2C(=O)N1CCc1c[nH]c2ccccc12` (centres undefined)?
HePTP inhibitor: -1.5&1.4

Results for COc1cccc(-c2csc(/C(C#N)=C/c3sccc3C)n2)c1 ?
HePTP inhibitor: 2.6

What do the screens show for `Cc1ccc(S(=O)(=O)N/N=C/c2cccc(OS(=O)(=O)c3ccc([N+](=O)[O-])cc3)c2)cc1`?
HePTP inhibitor: -5.5

What do the screens show for `O=[N+]([O-])c1cccc(-c2noc(-c3ccc(I)cc3)n2)c1`?
HePTP inhibitor: 0.9

What do the screens show for `CCOC(=O)c1c(C)c(C(=O)N2CCN(C(=O)c3ccco3)CC2)c(C)n1C`?
BAP1 block: 107.1; HePTP inhibitor: 4.4

Results for Cc1ccccc1C(=O)N1c2c(C)cccc2C(Nc2ccccc2)CC1C (centres undefined) ?
HePTP inhibitor: 1.2

Results for Cc1cccc2cc(C(c3nnnn3CC3CCCO3)N3CCOCC3)c(=O)[nH]c12 (centres undefined) ?
BAP1 block: 56.5; HePTP inhibitor: 7.7

How did CCOc1ccc(CCNc2cc(C)nc3ncnn23)cc1OCC do in these assays?
BAP1 block: 86.3; HePTP inhibitor: 2.1

How did CCCSc1nnc(Cc2cc(=O)[nH]c(=O)[nH]2)n1-c1cc(C)ccc1C do in these assays?
BAP1 block: 105.2; HePTP inhibitor: 9.6

How did O=C1/C(=C\c2ccsc2)SC(=S)N1Cc1ccccc1 do in these assays?
HePTP inhibitor: 0.7

Results for Oc1oc(-c2ccco2)nc1C=Nc1cccc(Cl)c1 ?
BAP1 block: 119.4; HePTP inhibitor: -0.1

What do the screens show for `COc1ccccc1-n1cnc2cc(NS(=O)(=O)c3ccccc3)ccc21`?
BAP1 block: 84.5; HePTP inhibitor: 7.3

What do the screens show for `CCOC(=O)CSc1nncc2ccc(OC)c(OC)c12`?
BAP1 block: 96.4; HePTP inhibitor: 1.8

What do the screens show for `CCCCOC(=O)Nc1nccs1`?
BAP1 block: 111.7; HePTP inhibitor: 5.0

Results for CCCCn1c(SCC(=O)N2CCC(C)CC2)nc2cc(S(N)(=O)=O)ccc21 ?
BAP1 block: 115.9; HePTP inhibitor: 6.4

How did C=CCSc1nc2ccccc2n1C(=O)CN1C(=O)c2ccccc2C1=O do in these assays?
HePTP inhibitor: -7.3

Results for O=c1/c(=C\c2cn[nH]c2-c2ccccc2)sc2nc3ccccc3n12 ?
HePTP inhibitor: 50.2*

What do the screens show for `CCN(CC)CCNC(=O)Cn1nc(-c2ccc(C)cc2)ccc1=O`?
BAP1 block: 95.2; HePTP inhibitor: 1.3

Results for CCOC(=O)c1cccc(NC(=O)Cn2c(CC(=O)N3CCCC3)nc3ccccc32)c1 ?
BAP1 block: 98.2; HePTP inhibitor: 2.4

What do the screens show for `CC1(c2ccc(Cl)cc2)NC(=O)N(CC(=O)N2CCCC2)C1=O` (centres undefined)?
BAP1 block: 108.8; HePTP inhibitor: -12.3

Among those listed so far, these contain a cyano group.
How did CC1(C)CC(N2CN=C(N)N(C#N)C2)CC(C)(C)N1 do in these assays?
HePTP inhibitor: 5.6

Results for COc1cccc(-c2csc(/C(C#N)=C/c3sccc3C)n2)c1 ?
HePTP inhibitor: 2.6

Remaining list, next part
How did CCN1C(=O)/C(=C/c2cccc(OC(F)(F)C(F)F)c2)SC1=S do in these assays?
HePTP inhibitor: 4.9

How did CCOC(=O)CC(=O)CSc1ccc2nnc(-c3cccc(F)c3)n2n1 do in these assays?
BAP1 block: 66.6; HePTP inhibitor: -4.1

How did O=C1c2ccccc2C(=O)N1c1ccc2nc(Sc3nc4ccc([N+](=O)[O-])cc4s3)sc2c1 do in these assays?
HePTP inhibitor: 8.5

Results for Cn1c(=O)[nH]c(=O)c2c1nc(SCCN1CCCCC1)n2CCCc1ccccc1 ?
BAP1 block: 96.8; HePTP inhibitor: 8.9

How did CCn1c(C(O)(c2ccccc2)c2ccc(C)cc2)nc2ccccc21 (centres undefined) do in these assays?
BAP1 block: 90.9; HePTP inhibitor: -4.6

What do the screens show for `CCOC(=O)c1ccc(N2C(=O)C3C(c4ccc(Cl)cc4)OC4(C(=O)c5ccccc5C4=O)C3C2=O)cc1` (centres undefined)?
HePTP inhibitor: -13.5

What do the screens show for `COC(=O)c1c(NC(=O)c2ccc([N+](=O)[O-])c(C)c2)sc2c1CCCC2`?
HePTP inhibitor: -17.2

What do the screens show for `COc1ccc(C2CC(O)C(C)C(c3ccc(OC)cc3)N2)cc1` (centres undefined)?
HePTP inhibitor: -5.4

Results for CC1CCCCN1C(=O)c1ccc(S(=O)(=O)N2CCCCC2C)cc1 (centres undefined) ?
BAP1 block: 88.7; HePTP inhibitor: 3.2
